TNAP inh hi DEA – blocks human TNAP under high phosphate acceptor concentration; hit rate 0.03% among 200,000; purified TNAP, CDP-star luminescence, 1 M DEA; P05186; inhibition, % at 20 µM;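 active means over 50% inhibition of tissue-nonspecific alkaline phosphatase at 20 µM in the single-dose screen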;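 further: plate controls were DMSO wells for no effect and EDTA-quenched wells as full inhibition for full effect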
FLuc inhib CS – counter-screen for luciferase assay inhibitors: firefly luciferase inhibition; inhibition, % at 10 µM; hit rate 1.5% among 200,000; P08659; ATPLite firefly luciferase biochemical luminescence, 10 min;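 active means inhibition above about 50% when tested at 10 µM, limit read from the data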
Target sequence (P08659 whole entry, looked up): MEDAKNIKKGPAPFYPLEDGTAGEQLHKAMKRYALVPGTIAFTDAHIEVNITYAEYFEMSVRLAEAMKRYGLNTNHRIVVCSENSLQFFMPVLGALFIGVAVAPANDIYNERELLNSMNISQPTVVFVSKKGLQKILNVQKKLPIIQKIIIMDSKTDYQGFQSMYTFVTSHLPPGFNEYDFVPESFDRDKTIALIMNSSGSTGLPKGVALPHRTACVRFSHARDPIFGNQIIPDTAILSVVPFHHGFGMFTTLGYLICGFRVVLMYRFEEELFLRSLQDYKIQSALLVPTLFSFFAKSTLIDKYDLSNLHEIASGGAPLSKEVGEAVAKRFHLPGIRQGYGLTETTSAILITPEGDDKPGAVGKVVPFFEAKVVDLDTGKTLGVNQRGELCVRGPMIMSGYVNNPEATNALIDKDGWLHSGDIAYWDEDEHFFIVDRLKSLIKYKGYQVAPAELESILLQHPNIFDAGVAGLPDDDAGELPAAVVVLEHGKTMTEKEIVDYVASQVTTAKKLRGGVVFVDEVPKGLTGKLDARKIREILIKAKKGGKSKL
PMI activator – increases human mannose-6-phosphate isomerase activity. P34949. activation factor at 20 µM. purified human PMI, coupled resazurin fluorescence, 20 min; active compounds read high; 1 = vehicle control, 0 substrate-free wells. hit rate 0.005% among 190,000. AID 1214;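 active means activation factor of 2 or more at 20 µM, relative to plate controls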
Target sequence (P34949 whole entry, looked up): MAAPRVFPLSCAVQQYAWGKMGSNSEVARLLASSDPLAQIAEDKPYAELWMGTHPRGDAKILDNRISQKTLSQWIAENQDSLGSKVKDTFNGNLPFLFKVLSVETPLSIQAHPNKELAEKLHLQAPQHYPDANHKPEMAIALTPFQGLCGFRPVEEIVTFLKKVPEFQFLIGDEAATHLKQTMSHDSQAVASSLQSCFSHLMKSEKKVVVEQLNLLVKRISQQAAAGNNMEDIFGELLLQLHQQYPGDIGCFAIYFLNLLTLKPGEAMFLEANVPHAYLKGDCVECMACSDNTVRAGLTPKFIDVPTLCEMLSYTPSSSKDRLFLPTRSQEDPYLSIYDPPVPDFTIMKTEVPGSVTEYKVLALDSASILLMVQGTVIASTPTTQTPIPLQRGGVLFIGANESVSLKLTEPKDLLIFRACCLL
bIAP act – intestinal alkaline phosphatase (bovine) activation; purified bovine IAP, CDP-star luminescence, 30 min; active compounds read high; fold of DMSO-control signal, blank-subtracted; hit rate 0.17% among 200,000; AID 1016; activation factor at 20 µM;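 active means activation factor of 2 or more at 20 µM, a signal rise over negative controls twice the positive control's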
PMI act hi M6P – PMI (human) activation, high substrate | activation factor at 20 µM | coupled PMI enzyme assay, resazurin fluorescence, 20 min; active compounds read high; 1 = untreated enzyme, 0 = substrate-free blank | hit rate 0.34% among 190,000;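 active means activation factor of 2 or more at 20 µM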
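Test system: human phosphomannose isomerase with PGI, G6PDH, diaphorase coupling enzymes; Amount: PMI at 15 ng/mL final; Reagent: Mannose-6-phosphate 1.0 mM (near-saturating) plus 0.22 mM NADP+; Timing: 20 min, room temperature; Technique: resorufin fluorescence at Ex 544/Em 590 nm; Dosing: 20 µM single dose.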
FLuc stim CS – affects firefly luciferase, flagging false hits in luciferase stimulation screens | 200,000 tested, under 10 active | ATPlite luciferase biochemical, luminescence, 10 min; 0 = ATP-free wells, 1 = DMSO control | AID 1027 | activation factor at 10 µM | P08659;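 active means luciferase activation factor, scaled between plate controls, of at least 2 with compound at 10 µM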
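Assay system – cell-free luciferase reagent · Medium – PBS-based ATP solution · Dosing – test compounds dosed from 2 mM stocks in 100% DMSO · Timing – 10 min, room temperature · Technique – light output (luminescence) · Measure – luminescence gain marking luciferase activators · Controls – No-ATP low control, compound-free enzyme-plus-ATP high control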
TNAP inh noacc – blocks human TNAP activity with no phosphate acceptor present; purified TNAP, CDP-star luminescence, 30 min; inhibition, % at 20 µM; hit rate 0.26% among 200,000;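 active means tissue-nonspecific alkaline phosphatase inhibition above about 50% at 20 µM in the single-dose screen, limit read from the data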;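 further: 0% = DMSO negative control and 100% = EDTA positive control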
APP 5'UTR act – activates APP 5'UTR luciferase reporter; SH-SY5Y APP 5'UTR luciferase reporter, luminescence; zero percent = DMSO vehicle wells; activation, % at 2 µM; hit rate 1% among 190,000;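 active means activation above a set limit, based on mean plus 3 SD of controls, cut at about 140% in these data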; further: values of inactives mirror those of a sister screen read the other way
NF-kB expr up – compounds increasing NF-kB expression in human neuronal cells | hit rate 1.6% among 190,000 | NF-kB reporter expression; active compounds read high | fold change at 12.5 µM; in the data active means fold change above about 3.3
TNAP act hiacc – activators of human TNAP at high phosphate acceptor concentration | P05186 | purified TNAP, CDP-star luminescence, 1 M DEA, 30 min; active compounds read high; 0 = EDTA background, 1 = DMSO-only activity | activation factor at 20 µM | 200,000 tested, under 10 active | AID 1136;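 active means activation factor at least 2 at 20 µM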
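Assay system: human TNAP; Input: enzyme diluted 1/800 final; Reagent: CDP-star luminogenic substrate at 100 µM final; Timing: 30 min, room temperature; Signal: luminescence; Evaluation: TNAP activation factor scaled between EDTA and DMSO control wells.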
Active calls of the source: *.

CCN(CC)c1ccc(NC(=O)c2cnc3ccccn3c2=O)c(C)c1 was read as TNAP inh hi DEA 7, FLuc inhib CS -2, PMI activator 0.8, bIAP act 0.9, PMI act hi M6P 0.8, FLuc stim CS 1, TNAP inh noacc 5, APP 5'UTR act -14, NF-kB expr up 2.5 and TNAP act hiacc 0.9.
Screening CCOC(=O)c1[nH]c2ccc(OC)cc2c1NC(=O)c1cccc(OC)c1 returned TNAP inh hi DEA -5, FLuc inhib CS -4, PMI activator 0.9, bIAP act 1, PMI act hi M6P 1, FLuc stim CS 1, TNAP inh noacc -11, APP 5'UTR act 0, NF-kB expr up 0.62 and TNAP act hiacc 1.1.
`CCC(CC)C(=O)NCc1ccc(Cl)cc1` gave TNAP inh hi DEA 2, FLuc inhib CS -2, PMI activator 1, bIAP act 1.1, PMI act hi M6P 1, FLuc stim CS 1, TNAP inh noacc -8, APP 5'UTR act -10, NF-kB expr up 1.3 and TNAP act hiacc 1.
`O=C(c1cccc(COc2ccc(Cl)cc2Cl)c1)N1CCN(c2ccccn2)CC1` gave TNAP inh hi DEA 0, FLuc inhib CS 2, PMI activator 0.8, bIAP act 1, PMI act hi M6P 0.8, FLuc stim CS 1, TNAP inh noacc -4, APP 5'UTR act 173*, NF-kB expr up 1.9 and TNAP act hiacc 1.
COc1ccc2c(C)c(Cc3ccccc3)c(=O)oc2c1OC was read as TNAP inh hi DEA 1, FLuc inhib CS 5, PMI activator 1, bIAP act 1, PMI act hi M6P 1, FLuc stim CS 1, TNAP inh noacc -3, APP 5'UTR act -7, NF-kB expr up 0.9 and TNAP act hiacc 1.
`CCC(C(=O)NCCN1CCN(C)CC1)n1c(C)c2cnn(-c3ccccc3)c(=O)c2c1C` (configuration not stated) gave TNAP inh hi DEA 0, FLuc inhib CS 7, PMI activator 0.9, bIAP act 1.1, PMI act hi M6P 0.9, FLuc stim CS 0.9, TNAP inh noacc -6, APP 5'UTR act 2, NF-kB expr up 1.2 and TNAP act hiacc 1.
`CN(c1nc(-c2ccc(Br)cc2)cs1)C1CCS(=O)(=O)C1` (configuration not stated) gave TNAP inh hi DEA -2, FLuc inhib CS 6, PMI activator 0.9, bIAP act 1.1, PMI act hi M6P 0.8, FLuc stim CS 0.9, TNAP inh noacc -6, APP 5'UTR act 14, NF-kB expr up 1.9 and TNAP act hiacc 1.
Screening COCCNc1nc2nonc2nc1N(C)Cc1ccc(C)cc1 returned TNAP inh hi DEA -1, FLuc inhib CS -4, PMI activator 0.9, bIAP act 1.1, PMI act hi M6P 0.9, FLuc stim CS 1, TNAP inh noacc -3, APP 5'UTR act 13, NF-kB expr up 1.1 and TNAP act hiacc 1.
For O=S(=O)(NCC(c1cccnc1)N1CCN(c2ccccc2)CC1)c1cc(F)ccc1F (configuration not stated) the results were TNAP inh hi DEA -3, FLuc inhib CS -5, PMI activator 1, bIAP act 0.9, PMI act hi M6P 1.1, FLuc stim CS 1, TNAP inh noacc -17, APP 5'UTR act 9, NF-kB expr up 0.78 and TNAP act hiacc 1.
`COc1ccc(C2=C(Nc3ccc(C)cc3)c3ccccc3C2=O)cc1` gave TNAP inh hi DEA 8, FLuc inhib CS -4, PMI activator 1, bIAP act 1, PMI act hi M6P 1, FLuc stim CS 1, TNAP inh noacc -2, APP 5'UTR act 9, NF-kB expr up 1.4 and TNAP act hiacc 0.9.
For CC(=O)c1ccc(NC(=O)CN2C(=O)/C(=C/C(C)=C/c3ccccc3)SC2=S)cc1 the results were TNAP inh hi DEA 7, FLuc inhib CS -4, PMI activator 0.8, bIAP act 0.9, PMI act hi M6P 0.9, FLuc stim CS 1, TNAP inh noacc -21, APP 5'UTR act 20, NF-kB expr up 1.2 and TNAP act hiacc 0.9.
`Cc1csc(-c2cnn(-c3ccccc3)c2NC(=O)c2cccc(F)c2)n1` gave TNAP inh hi DEA -6, FLuc inhib CS 7, PMI activator 1.1, bIAP act 1, PMI act hi M6P 1, FLuc stim CS 0.9, TNAP inh noacc -15, APP 5'UTR act -6, NF-kB expr up 0.99 and TNAP act hiacc 1.1.
Cn1ccnc1SCc1cc(=O)[nH]c2ccccc12 was read as TNAP inh hi DEA -2, FLuc inhib CS -6, PMI activator 0.9, bIAP act 0.9, PMI act hi M6P 0.8, FLuc stim CS 1.1, TNAP inh noacc -8, APP 5'UTR act 4, NF-kB expr up 1.1 and TNAP act hiacc 1.
`O=S(=O)(c1ccc(F)cc1)N1CCN(c2nc(-c3ccc(F)cc3)cs2)CC1` gave TNAP inh hi DEA 0, FLuc inhib CS 0, PMI activator 1, bIAP act 0.9, PMI act hi M6P 1, FLuc stim CS 1, TNAP inh noacc -5, APP 5'UTR act 3, NF-kB expr up 0.48 and TNAP act hiacc 1.
Screening O=C(CSc1nnc(SCc2ccc(Cl)cc2)s1)N/N=C/c1c[nH]c2ccccc12 returned TNAP inh hi DEA -3, FLuc inhib CS -4, PMI activator 1, bIAP act 0.9, PMI act hi M6P 1, FLuc stim CS 1, TNAP inh noacc -17, APP 5'UTR act -16, NF-kB expr up 1 and TNAP act hiacc 1.

Quoted from above, four compounds:
CCN(CC)c1ccc(NC(=O)c2cnc3ccccn3c2=O)c(C)c1 was read as TNAP inh hi DEA 7, FLuc inhib CS -2, PMI activator 0.8, bIAP act 0.9, PMI act hi M6P 0.8, FLuc stim CS 1, TNAP inh noacc 5, APP 5'UTR act -14, NF-kB expr up 2.5 and TNAP act hiacc 0.9.
Screening CCOC(=O)c1[nH]c2ccc(OC)cc2c1NC(=O)c1cccc(OC)c1 returned TNAP inh hi DEA -5, FLuc inhib CS -4, PMI activator 0.9, bIAP act 1, PMI act hi M6P 1, FLuc stim CS 1, TNAP inh noacc -11, APP 5'UTR act 0, NF-kB expr up 0.62 and TNAP act hiacc 1.1.
`CCC(CC)C(=O)NCc1ccc(Cl)cc1` gave TNAP inh hi DEA 2, FLuc inhib CS -2, PMI activator 1, bIAP act 1.1, PMI act hi M6P 1, FLuc stim CS 1, TNAP inh noacc -8, APP 5'UTR act -10, NF-kB expr up 1.3 and TNAP act hiacc 1.
`O=C(c1cccc(COc2ccc(Cl)cc2Cl)c1)N1CCN(c2ccccn2)CC1` gave TNAP inh hi DEA 0, FLuc inhib CS 2, PMI activator 0.8, bIAP act 1, PMI act hi M6P 0.8, FLuc stim CS 1, TNAP inh noacc -4, APP 5'UTR act 173*, NF-kB expr up 1.9 and TNAP act hiacc 1.

(list continues)
Cc1ncc2c(c1OC(=O)c1ccc([N+](=O)[O-])cc1)COC(C)(C)OC2 was read as TNAP inh hi DEA 1, FLuc inhib CS 1, PMI activator 1, bIAP act 0.9, PMI act hi M6P 1, FLuc stim CS 1, TNAP inh noacc -6, APP 5'UTR act 7, NF-kB expr up 1 and TNAP act hiacc 1.
`CS(=O)(=O)Nc1ccc(C2=NN(S(C)(=O)=O)C(c3ccccc3)C2)cc1` (configuration not stated) gave TNAP inh hi DEA -6, FLuc inhib CS 2, PMI activator 0.8, bIAP act 1.2, PMI act hi M6P 0.9, FLuc stim CS 1, TNAP inh noacc -12, APP 5'UTR act 9, NF-kB expr up 1.7 and TNAP act hiacc 1.1.
Screening CCCOC(=O)C1=C(C)N(C)C(=O)NC1c1cc2c(cc1[N+](=O)[O-])OCO2 (configuration not stated) returned TNAP inh hi DEA 2, FLuc inhib CS -5, PMI activator 1, bIAP act 1, PMI act hi M6P 0.8, FLuc stim CS 1, TNAP inh noacc 11, APP 5'UTR act 12, NF-kB expr up 1.2 and TNAP act hiacc 1.
For COC(=O)c1ccc(Cl)c(NC(=O)c2cccc([N+](=O)[O-])c2C)c1 the results were TNAP inh hi DEA -4, FLuc inhib CS -6, PMI activator 0.9, bIAP act 1.1, PMI act hi M6P 0.9, FLuc stim CS 1.1, TNAP inh noacc -12, APP 5'UTR act -7, NF-kB expr up 1.1 and TNAP act hiacc 1.
CNC(=O)NC(=O)CSc1nc2ccccc2n1CCOC was read as TNAP inh hi DEA -2, FLuc inhib CS 0, PMI activator 1, bIAP act 0.9, PMI act hi M6P 1, FLuc stim CS 1, TNAP inh noacc -6, APP 5'UTR act 6, NF-kB expr up 0.82 and TNAP act hiacc 1.
CCCNC(=O)OC[C@H]1O[C@H](CCO/N=C/[C@@H](NS(=O)(=O)c2ccc(C)cc2)[C@H](C)/C=C/CC(=O)OC)C=C[C@@H]1Oc1ccc(OC)cc1 was read as TNAP inh hi DEA -1, FLuc inhib CS -1, PMI activator 0.9, bIAP act 1.1, PMI act hi M6P 0.8, FLuc stim CS 1, TNAP inh noacc -4, APP 5'UTR act 10, NF-kB expr up 0.96 and TNAP act hiacc 1.
COc1ccccc1C(=O)NCC1CCN(c2ccc(S(=O)(=O)N3CCOCC3)cc2)CC1 was read as TNAP inh hi DEA -2, FLuc inhib CS -5, PMI activator 1, bIAP act 1.1, PMI act hi M6P 1, FLuc stim CS 1, TNAP inh noacc 4, APP 5'UTR act -3, NF-kB expr up 0.81 and TNAP act hiacc 1.
Screening COc1ccc2nc(N=NC3=C(O)CC(C)(C)CC3=O)sc2c1 returned TNAP inh hi DEA 35, FLuc inhib CS 11, PMI activator 1.2, bIAP act 1, PMI act hi M6P 1.2, FLuc stim CS 0.9, TNAP inh noacc 33, APP 5'UTR act -18, NF-kB expr up 1.3 and TNAP act hiacc 0.7.
CCCC(=O)Nc1cc(C)c(NC(=O)Cc2ccccc2)cn1 was read as TNAP inh hi DEA -4, FLuc inhib CS -4, PMI activator 1, bIAP act 0.9, PMI act hi M6P 0.8, FLuc stim CS 1, TNAP inh noacc -10, APP 5'UTR act -4, NF-kB expr up 0.99 and TNAP act hiacc 1.
Screening CC(C)CNC(=O)c1c2c(nc3ccccc13)-c1ccccc1CC2 returned TNAP inh hi DEA -3, FLuc inhib CS -8, PMI activator 1, bIAP act 1, PMI act hi M6P 0.9, FLuc stim CS 1.1, TNAP inh noacc 3, APP 5'UTR act -4, NF-kB expr up 0.97 and TNAP act hiacc 1.
O=S(=O)(c1cccc(-c2nnc(-c3ccc(Br)cc3)o2)c1)N1CCCCCC1 was read as TNAP inh hi DEA -5, FLuc inhib CS 0, PMI activator 1.1, bIAP act 0.9, PMI act hi M6P 1, FLuc stim CS 1, TNAP inh noacc -7, APP 5'UTR act 3, NF-kB expr up 1 and TNAP act hiacc 1.
For CCOc1ccc2nc(Cl)c(CN(C(=O)c3cnccn3)C3CCCC3)cc2c1 the results were TNAP inh hi DEA 0, FLuc inhib CS 2, PMI activator 1, bIAP act 1.1, PMI act hi M6P 0.9, FLuc stim CS 1, TNAP inh noacc -7, APP 5'UTR act 13, NF-kB expr up 1 and TNAP act hiacc 1.
For Cc1ccc2cc(CNC(C)C)c(=O)[nH]c2c1 the results were TNAP inh hi DEA -4, FLuc inhib CS -5, PMI activator 1, bIAP act 1, PMI act hi M6P 1, FLuc stim CS 1, TNAP inh noacc -9, APP 5'UTR act 10, NF-kB expr up 0.99 and TNAP act hiacc 1.

High-throughput results (PubChem)
